ERK EGF inh – qHTS Assay for Inhibitors of the ERK Signaling Pathway using a Homogeneous Screening Assay; Stimulation with EGF; HEK293-V1b, EGF-stimulated phospho-ERK AlphaScreen; Potency, µM (doses to about 11.5 µM), inactives show top-dose activity change, negative = inhibition, usual class: inhibitors; 0.41% of 130,000 active; active = well fitted inhibition curve with a large enough effect; inconclusive = small, poorly fitted or top-dose-only effect, or effect the other way;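 also: plate controls were stimulated vehicle wells for no effect and unstimulated vehicle basal for full effect; nearly all actives have a fitted effect of over 55% in size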
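After overnight plating in 1% FBS, HEK293-V1b cells received test compound for half an hour, then a 5 min pulse of EGF (25 nM); ERK phosphorylation in lysates was read by bead-based AlphaScreen.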
The depositor's hits bear a star; ? = inconclusive; & = joins results of further samples; [ ] = dose if it differs, or a comment. Potency is read from the fitted curve at half-maximal effect. The list is partial, so the mix of outcomes need not match the whole.

| Compound | ERK EGF inh |
| --- | --- |
| CC(C)CN1CC[C@@]2(CCCN(S(=O)(=O)c3ccccc3)C2)C1 | -6% |
| COc1cc(OC)cc(C(=O)NC(C(=O)O)C23CC4CC(CC(C4)C2)C3)c1 (stereo unspecified) | -8% |
| CC1(C)CC(=O)C/C(=N/Nc2nc3ccccc3s2)C1 | 0% |
| COc1cc(/C=C(/C#N)C(=O)Nc2ccc(Cl)cc2)ccc1Oc1nc(Cl)ncc1F | -5%[57.5 µM] |
| COC(=O)N1[C@H](Cc2ccccc2)C=C[C@]1(C)C(=O)NCc1ccccn1 | -4%&5% |
| C/C(=N/NC(=O)c1ccoc1C)c1cccc(NC(=O)C(F)(F)F)c1 | 3% |
| COc1ccc(OC)c(Nc2ccc(C(=O)O)cc2[N+](=O)[O-])c1 | 4% |
| COc1ccc(OCC(=O)NCCC2=CCCCC2)c([N+](=O)[O-])c1 | 7% |
| COc1ccc(C(=O)N/N=C/c2c(C)[nH]c(=O)[nH]c2=O)cc1 | -3% |
| CCCc1ccc(C(=O)[C@@H]2[C@@H](C(C)=O)N3c4ccc(F)cc4C=C[C@@H]3[C@@]23C(=O)Nc2ccccc23)cc1 | -2%[57.5 µM] |
| CCOC(=O)N1CCN(CCC(=O)Nc2ccc(Br)c(C)c2)CC1 | -2% |
| O=C(c1ccc(F)cc1)n1cc(C(=S)N2CCOCC2)c2ccccc21 | -5% |
| COc1ccc(C=C2C(=O)OC(C)(C)OC2=O)cc1OC | 4%[57.5 µM] |
| O=C(O)c1cccc(N/N=C/C2=C(Cl)c3cc(Cl)ccc3SC2)c1 | 4% |
| CCCCC(CC)CN=C(N)NC(N)=NCCCCCCN=C(N)NC(N)=NCC(CC)CCCC (stereo unspecified) | ? |
| O=C(CCN1C(=O)c2cccc([N+](=O)[O-])c2C1=O)Nc1nccs1 | 4% |
| CCOc1cc(C=O)cc(Cl)c1OCC(N)=O | -2% |
| Cc1ccc(C)c(C(=O)CSc2nnc(C)s2)c1 | -1% |
| Cc1cc(C)cc(N(CC(=O)Nc2cccc(C)n2)S(=O)(=O)c2c(C)noc2C)c1 | 2% |
| CCOC(=O)c1c(CN(C)C)n(-c2ccccc2)c2cc(Br)c(OC)cc12 | 1% |
| CCOc1ccccc1CN1CCN(Cc2cccc3nonc23)CC1CCO (stereo unspecified) | 6% |
| CCOC(=O)C1=C(C)NC(=S)NC1c1ccc(-c2ccc(Cl)cc2)o1 (stereo unspecified) | 2% |
| Cn1c(Cc2ccccc2)n[nH]c1=S | 0% |
| C1CCN2C[C@@H]3C[C@@H](CN4CCCC[C@H]34)[C@H]2C1 | -3%[25.7 µM] |
| Cc1ccc2[nH]c3c(c2c1)CN(C)CC3 | -15%[57.5 µM] |
| Cc1cc(C(=O)NCCCN(C)C)c2ccccc2n1 | 5% |
| Cc1ccc(C(=O)Nc2c(C)cc(-c3ccccc3)oc2=O)cc1 | 2% |
| COc1ccc(Cl)cc1Nc1nc(C)cc(C)c1C(N)=O | 0% |
| CCC12CN3CCN(CC(C3)/C1=N\NC(=O)c1ccc(C(C)(C)C)cc1)C2 | 6% |
| CC(=O)N1N=C2c3ccccc3CCC2C1c1ccc(F)cc1 (stereo unspecified) | -18%[57.5 µM] |
| CC(C)Cn1c2c(c(=O)[nH]c1=O)C(C(F)(F)F)(C(F)(F)F)N=C(CCC1CCCCC1)N2 | 6% |
| Cc1ccc(CSCCNC(=O)CN(c2ccccc2)S(C)(=O)=O)cc1 | -8% |
| Cc1ccc(NC(=O)Cn2cc(S(=O)(=O)c3ccc(C)cc3)c(=O)c3cc(F)ccc32)cc1 | 3% |
| Cc1ccccc1/C=N/NC(=O)Cc1ccc(Cl)cc1 | 6% |
| COc1cc2c(cc1NC(=O)C(C)Sc1cccc[n+]1[O-])oc1ccccc12 (stereo unspecified) | 4% |
| C=C1c2ccccc2S(=O)(=O)N(Cc2ccccc2)C1COCc1ccccc1 (stereo unspecified) | -9%[57.5 µM] |
| COc1nn(CC(=O)N2N=C(C)CC2(O)C(F)(F)F)cc1[N+](=O)[O-] (stereo unspecified) | 6% |
| Cc1sc2nc(CN(C(=O)NC3CCCCC3)C3CCCC3)[nH]c(=O)c2c1C | 26% |
| CC(C)N(Cc1cc2ccccc2[nH]c1=O)C(=O)c1cccc([N+](=O)[O-])c1 | -10%[57.5 µM] |
| CSc1ccc(C(=O)NCC(=O)O)cc1[N+](=O)[O-] | 6%[57.5 µM] |

Exported with values ahead of the structure: part of the list above.
ERK EGF inh	SMILES
-15%[57.5 µM]	Cc1ccc2[nH]c3c(c2c1)CN(C)CC3
5%	Cc1cc(C(=O)NCCCN(C)C)c2ccccc2n1
2%	Cc1ccc(C(=O)Nc2c(C)cc(-c3ccccc3)oc2=O)cc1
0%	COc1ccc(Cl)cc1Nc1nc(C)cc(C)c1C(N)=O

Further entries follow:
| Compound | ERK EGF inh |
| --- | --- |
| CNC(=O)COC(=O)c1ccc(OCC(=O)Nc2ccccc2OC)c(OC)c1 | -6% |
| N[C@H](C(=O)O)c1cccc(O)c1 | -5%&2% |
| O=C(c1ccccc1F)N1CCN(c2ccc([N+](=O)[O-])c(NCc3cccnc3)c2)CC1 | 5%[57.5 µM] |
| COc1ccc(-c2cc3ccc(OCc4nn[nH]n4)cc3oc2=O)cc1 | -1% |
| O=C(Oc1ccc(C(=S)N2CCCCC2)cc1)c1ccccc1 | -1% |
| CN(CCOC(=O)c1cccc(F)c1)Cc1ccccc1 | 4% |
| C/C(=N\NC(=O)c1cccc(S(=O)(=O)N2CCCC2)c1)c1cccs1 | 1% |
| O=C(N1CCN(c2ccccc2F)CC1)C1(c2cccs2)CCOCC1 | -1% |
| Cc1cc(C)nc(NS(=O)(=O)c2ccc(N3C(=O)c4ccccc4C3=O)cc2)n1 | 5% |
| O=C(c1ccc(Cl)cc1)c1c[nH]c(C(=O)NNc2cccc(Cl)n2)c1 | -11% |
| CC(C)CCNc1nc2ccccc2nc1NS(=O)(=O)c1cccs1 | 5%[57.5 µM] |
| CCOC(=O)c1ccc(-c2ccc(/C=N/NC(=O)c3cncc(Br)c3)o2)cc1 | -8%[57.5 µM] |
| Cc1cc(NC(=O)c2ccccc2)n(-c2ccccc2)n1 | -1% |
| CCCC(O)(CCN1CCOCC1)c1ccc(Cl)cc1 (stereo unspecified) | -2%[57.5 µM] |
| COc1ccc(C2c3c(-c4ccccc4)n[nH]c3C(=O)N2c2ccc(C(=O)O)cc2)cc1 (stereo unspecified) | -7%[57.5 µM] |
| COc1cccc(/C(C)=N/NC(=O)Cc2c(C)[nH][nH]c2=O)c1 | -2% |
| COc1ccc(C(=O)N/N=C/c2ccccc2C(=O)O)cc1OC | -5%[57.5 µM] |
| Cc1ccc(NC2SC(=O)N(Cc3cccc(C(=O)O)c3)C2=O)c(C)c1 (stereo unspecified) | -16%[57.5 µM] |
| Cc1ccc(S(=O)(=O)N2CCN=C2SCc2ccccc2)cc1 | -4% |
| CCOc1cc(/C=N/NC(=O)CCCC(=O)NC2CCCCC2)ccc1O | -2% |
| Cc1cc(C(=O)NCc2cc(F)cc3c2OCOC3)nn1C | -8%[57.5 µM] |
| O=C(NCCCn1ccnc1)/C(=C/c1cccnc1)NC(=O)c1ccco1 | 2%[57.5 µM] |
| Cc1cc(C(=O)OCC(=O)Nc2c(F)cccc2F)c(C)n1-c1ccccc1 | ? |
| COCCNC(=O)CN(C(=O)Cn1nnc2ccccc21)c1ccc(C)c(F)c1 | 1% |
| CCNC(=S)Nc1sc2c(c1C#N)CCC(C)C2 (stereo unspecified) | -2%[57.5 µM] |
| O=C(/C=C/c1ccc(O)cc1)c1c(O)cc(O)cc1O | -15% |
| COc1ccc(NS(=O)(=O)c2ccc(N3CCOCC3)c(NC(=O)c3ccccc3Cl)c2)cc1 | 3% |
| C/C(=N\Nc1cccc2cccnc12)c1ccccc1O | 2% |
| CCn1c(SCC(=O)Nc2cccc(C)c2)nc2nc3c(cc2c1=O)COC(C)(C)C3 | 1%[57.5 µM] |
| CCCSc1nc2cc(C)c(C)cc2n1CC(C)O (stereo unspecified) | -5% |
| CCOC(=O)Cc1cc(=O)[nH]c(/N=C(\N)Nc2ccc(C)c(C)c2)n1 | -5% |
| Cc1cc(N)n(-c2ccccn2)n1 | 1%[57.5 µM] |
| O=C(O)CCNC(=O)/C(=C/C=C/c1ccccc1)NC(=O)c1ccccc1 | 3%[57.5 µM] |
| CCOC(=O)C1=C(C)OC(N)=C(C#N)C1c1ccc(C)s1 (stereo unspecified) | 5% |
| Cc1cccc(N2CCN(C(=O)C3CCN(S(=O)(=O)N4CCOCC4)CC3)CC2C)c1 (stereo unspecified) | 0% |
| N#Cc1c(-c2cccc(Cl)c2)[nH]c(=S)[nH]c1=O | -18%[57.5 µM] |
| CC(=O)Oc1ccc2c(c1)O/C(=C\c1ccncc1)C2=O | -9%[57.5 µM] |
| CC1CCC(C(C)C)C(OCC(O)CNC(C)C)C1 (stereo unspecified) | 9%[57.5 µM] |
| O=C(/C=C\c1ccco1)Nc1ccc(N2CCN(C(=O)c3ccccc3)CC2)cc1 | 1% |
| COc1ccc(Cl)cc1Nc1cc(C)nc2nc(C)nn12 | -9% |

Arranged by SMILES length (highest first): 3 of the compounds above
| Compound | ERK EGF inh |
| --- | --- |
| COCCNC(=O)CN(C(=O)Cn1nnc2ccccc21)c1ccc(C)c(F)c1 | 1% |
| CCOC(=O)C1=C(C)OC(N)=C(C#N)C1c1ccc(C)s1 (stereo unspecified) | 5% |
| CC(=O)Oc1ccc2c(c1)O/C(=C\c1ccncc1)C2=O | -9%[57.5 µM] |

Next part:
| Compound | ERK EGF inh |
| --- | --- |
| Cc1cc(/C=C2\Sc3ccccc3N2C)cc(C)[n+]1CC1CCCO1 (stereo unspecified) | -11% |
| CCOc1ccc(C(=O)N2CCN(c3cnn(-c4ccccc4)c(=O)c3Cl)CC2)cc1 | 0% |
| CCOc1ccc(OCC(=O)OCn2c(SC)nnc(C)c2=O)cc1 | 4% |
| CCOC(=O)c1ccc(NC(=O)CN2C(=O)C(C)SC(C)C2=O)cc1 (stereo unspecified) | 11% |
| Cc1ccc(C(=O)NC(=S)NNC(=O)c2ccccc2[N+](=O)[O-])cc1 | 8% |
| O=C1C2C3C=CC(CC3)C2C(=O)N1/N=C/c1c[nH]c2ccccc12 (stereo unspecified) | -7% |
| COCCn1c(-c2ccc(Cl)cc2)cnc1SCC(=O)NCCc1ccc(OC)c(OC)c1 | 4% |
| CC(=O)C1=C(O)CCCC1=NCc1nc2ccccc2[nH]1 | 25% |
| COc1ccc2c(c1)OCC(Cc1ccc(OC)c(OC)c1)C2O (stereo unspecified) | 27%&20% |
| O=C(CC(c1ccc(F)cc1)c1ccco1)Nc1nccs1 (stereo unspecified) | -4% |
| CC(C)(NC(=O)c1cc(Cl)c2ccccc2c1O)C(=O)O | 15%[57.5 µM] |
| CC#CC(=O)N1CCC(CCc2ccccc2)(C(=O)OCC)CC1 | -10%[57.5 µM] |
| Cc1cc([N+](=O)[O-])nn1CCCC(=O)Nc1cccnc1Cl | 2% |
| Cc1cc(=O)oc(C)c1C(=O)NC1CC(C)(C)NC(C)(C)C1 | -17% |
| Cc1ccc(S(=O)(=O)N2CCC(=O)N(CCOC(=O)Nc3ccc(F)cc3)CC2)cc1 | 3% |
| O=C(CN1CCOCC1)NNC(=S)Nc1ccc(Cl)cc1 | 4% |
| NNC(=O)CCN1CCN(Cc2ccccc2)CC1 | -8% |
| CCNC(=O)Nc1ccccc1C(=O)OC | 19% |
| CCNc1nc(NCC)nc(N/N=C/c2ccc(O)c(O)c2)n1 | -1% |
| CCNC(=S)N(CCN(C)C)Cc1cc2cc(OCC)ccc2[nH]c1=O | 0% |
| Cc1ccc2cc(CN(C(=O)c3ccco3)c3cccc(C)c3C)c(=O)[nH]c2c1 | 0%[57.5 µM] |
| CCCN1CCC(=O)N([C@H](CSc2ccc(C)cc2)Cc2ccccc2)CC1 | 0%[57.5 µM] |
| CC1=NN(C(=O)Cc2ccc([N+](=O)[O-])cc2)C(O)(C(F)(F)C(F)(F)F)C1 (stereo unspecified) | 15%[57.5 µM] |
| CCN=C(NCC)SC1CC(=O)N(c2ccc(F)cc2)C1=O (stereo unspecified) | 0% |
| CCC(C)C(NC)C(=O)O (stereo unspecified) | 19% |
| CCOc1ccc(Br)cc1S(=O)(=O)NC(=O)c1ccccc1 | 8% |
| CC(C)c1ccc(NC(=S)NN(c2ccccc2)c2ccccc2)cc1 | 11% |
| COC(=O)CC1=NN(c2nc(C)cc(C)n2)C(=O)C1 | 3% |
| CC1(C)CC(=O)C(C(N)=NC(=O)c2ccccc2)=C(O)C1 | 0% |
| CCOc1ccc(C(=O)c2ccc([N+](=O)[O-])cc2Cl)cc1 | ? |
| O=C(NCC1CCCO1)C(c1ccc(F)cc1)N(CC1CCCO1)C(=O)c1ccc(-c2ccccc2)[nH]1 (stereo unspecified) | ? |
| O=C(NNC(=O)C1CCN(S(=O)(=O)c2ccc(Cl)cc2)CC1)c1ccc(S(=O)(=O)N2CCCCC2)cc1 | -1% |
| COc1ccc(NC(=O)c2ccccc2SC)cc1 | 31% |
| Cc1ccc(C2=NN(S(C)(=O)=O)C(c3ccc4c(c3)OCO4)C2)cc1 (stereo unspecified) | 2% |
| CC(Oc1ccc([N+](=O)[O-])cc1Cl)C(=O)Nc1ccc(C(N)=O)cc1 (stereo unspecified) | 1% |
| Clc1ccc2c(N/N=C/c3cccnc3)ccnc2c1 | -11% |
| O=C(Nc1cc(Cl)ccc1Cl)N1CCCC1 | -12% |
| COc1ccc(/C(C)=N/N=C(N)N)c(OC)c1 | -5%[57.5 µM] |

In the list so far, these have a cyano group:
| Compound | ERK EGF inh |
| --- | --- |
| COc1cc(/C=C(/C#N)C(=O)Nc2ccc(Cl)cc2)ccc1Oc1nc(Cl)ncc1F | -5%[57.5 µM] |
| CCNC(=S)Nc1sc2c(c1C#N)CCC(C)C2 (stereo unspecified) | -2%[57.5 µM] |
| CCOC(=O)C1=C(C)OC(N)=C(C#N)C1c1ccc(C)s1 (stereo unspecified) | 5% |
| N#Cc1c(-c2cccc(Cl)c2)[nH]c(=S)[nH]c1=O | -18%[57.5 µM] |
